CHT PAM – allosterically activates the human high affinity choline transporter; CHT-expressing cells, membrane potential dye, choline EC20; active compounds read high; LV-AA mutant CHT in HEK293 cells; B-score at 10 µM; 310,000 tested, 0.49% active; AID 488977;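 active = initial fluorescence not abnormally high and integrated response B-score, plate-corrected, over 3 SD above library mean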
Target sequence (Q9GZV3 whole entry, looked up): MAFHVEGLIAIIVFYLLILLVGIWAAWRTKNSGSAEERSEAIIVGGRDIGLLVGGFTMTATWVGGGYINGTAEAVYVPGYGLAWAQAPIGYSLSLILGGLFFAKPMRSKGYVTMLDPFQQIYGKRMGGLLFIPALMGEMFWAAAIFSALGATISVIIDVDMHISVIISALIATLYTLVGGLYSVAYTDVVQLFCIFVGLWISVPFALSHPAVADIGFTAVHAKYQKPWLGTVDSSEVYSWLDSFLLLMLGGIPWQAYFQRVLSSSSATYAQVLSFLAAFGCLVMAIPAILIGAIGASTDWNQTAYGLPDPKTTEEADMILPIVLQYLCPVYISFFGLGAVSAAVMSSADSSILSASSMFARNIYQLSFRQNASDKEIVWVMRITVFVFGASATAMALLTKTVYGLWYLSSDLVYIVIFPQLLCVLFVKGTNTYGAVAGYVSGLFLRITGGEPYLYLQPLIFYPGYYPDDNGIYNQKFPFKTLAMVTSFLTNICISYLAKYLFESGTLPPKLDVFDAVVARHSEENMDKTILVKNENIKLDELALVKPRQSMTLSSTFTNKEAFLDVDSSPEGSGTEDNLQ
STK33 inh – inhibitors of human STK33 kinase. inhibition, % at 10 µM. purified STK33, MBP phosphorylation, ADP-Glo luminescence. Q9BYT3. 320,000 tested, 0.073% active;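 active = inhibition at or above 25%, using the most active replicate where run in duplicate; inactive = inhibition below 25%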
Target sequence (Q9BYT3 whole entry, looked up): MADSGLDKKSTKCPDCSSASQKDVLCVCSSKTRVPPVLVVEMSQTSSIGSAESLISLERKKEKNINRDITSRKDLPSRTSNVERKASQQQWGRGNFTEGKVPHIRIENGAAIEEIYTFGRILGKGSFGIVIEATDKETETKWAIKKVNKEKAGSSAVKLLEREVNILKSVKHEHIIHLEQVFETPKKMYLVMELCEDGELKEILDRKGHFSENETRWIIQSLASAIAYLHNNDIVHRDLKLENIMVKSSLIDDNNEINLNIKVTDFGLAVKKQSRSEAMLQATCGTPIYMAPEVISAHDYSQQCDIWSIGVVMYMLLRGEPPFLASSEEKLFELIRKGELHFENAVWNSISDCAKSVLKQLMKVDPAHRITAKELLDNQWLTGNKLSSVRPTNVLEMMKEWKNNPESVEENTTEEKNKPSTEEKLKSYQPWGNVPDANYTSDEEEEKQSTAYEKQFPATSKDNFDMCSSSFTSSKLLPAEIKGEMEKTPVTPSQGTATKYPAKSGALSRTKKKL
CHT block – inhibits the human high affinity choline transporter; Q9GZV3; CHT-expressing cells, membrane potential dye, choline response; active compounds read low; B-score at 10 µM; 310,000 tested, 0.86% active; AID 488975;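 active = B-score over 3 SD under the library average, and starting fluorescence ratio not unusually high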;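 also: choline stimulus applied at its EC90 after an EC20 pre-addition; B-score computed on integrated fluorescence ratio after choline addition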
Numbers without * were called inactive; i = inactive; / = no result given.

canonical_smiles | CHT PAM | STK33 inh | CHT block
CC(C)Oc1ccc(CCc2nnc(SC(C)C(=O)O)n2-c2ccccc2)cc1 (stereo not given) | i | -0.1 | i
Cn1c(Nn2cnnc2)nc2ccccc21 | i | -0.6 | i
CC(C)C(=O)Nc1nc(-c2ccc3c(c2)CCN3C(=O)C2CC2)cs1 | i | -0.1 | i
CC(C)C(NC(=O)/C=C/c1cccc([N+](=O)[O-])c1)C(C)C | i | -2.9 | i
CCCCNC(=O)C1CCC(CNS(=O)(=O)c2ccc(C)cc2)CC1 (stereo not given) | i | -0.2 | i
O=S(=O)(Nc1ccc(-c2cn3c(n2)SCC3)cc1)c1cccs1 | i | -0.4 | i
CCCc1cc(-c2ccc3c(c2)COc2c4ccccc4nn2-3)on1 | i | -1.4 | i
COc1ccc(C(=O)Nc2ccc(Cl)cc2C(=O)NCc2ccco2)cc1OC | i | -0.6 | i
COC(=O)c1ccc2c(=O)n(CCN3CCOCC3)c(SCC(=O)Nc3ccc(OC)cc3OC)nc2c1 | i | -1.0 | i
O=S(=O)(N/N=C\c1cccn1-c1ccccc1)c1ccc2ccccc2c1 | i | -2.5 | i
Cc1ccc(OCC(=O)Nc2ccc(N3CCN(S(C)(=O)=O)CC3)cc2)cc1C | i | -0.5 | i
NC(=O)C1CCN(C(=O)COc2cccc3cccnc23)CC1 | i | -0.1 | i
COc1ccc(C(=O)NCc2cccnc2)cc1 | i | -0.5 | i
CN(C)c1cccc(C(=O)N/C=C/n2cnc3cc(C(F)(F)F)ccc32)c1 | i | -0.9 | i
O=C(Cc1ccccc1)NNC(=S)NC(=O)c1cccs1 | i | 1.0 | i
Cc1cc(C)nc(NC(=O)c2ccc(Cl)cc2[N+](=O)[O-])c1 | i | -0.9 | i
COc1ncnc2c1N=C1CC(C)(C)CC(N)=C1S2 | i | 0.6 | i
COc1ccc(N2CCN(C(=O)c3ccccc3NS(=O)(=O)c3ccccc3)CC2)cc1 | i | -0.6 | i
CCCn1c(=O)c(C(=O)NCCc2ccccc2)c(O)c2ccccc21 | i | -1.5 | i
O=C(O)/C=C/C(=O)Nc1ccc(SC(F)(F)C(F)(F)C(F)(F)F)cc1 | i | / | i
CCOC(=O)c1c(O)c2ccccc2oc1=O | i | -0.7 | i
O=C(c1cccnc1)N1N=C(C2CC2)CC1(O)C(F)(F)F (stereo not given) | i | -2.2 | i
O=C(CN(c1ccc(Cl)c(C(F)(F)F)c1)S(=O)(=O)c1ccccc1)N/N=C/c1cccc2c1OCCO2 | i | -1.3 | i
CCCCNC(=O)[C@H]1C[C@H]1[C@@H](O)[C@H](CO)NC(=O)[C@H](Cc1ccccc1)NC(=O)OC(C)(C)C | i | -0.6 | i
O=C(CCC1N=C2c3ccccc3N=C(SCc3ccc(F)cc3)N2C1=O)NCc1ccco1 (stereo not given) | i | -0.9 | i
O=C(CCNS(=O)(=O)c1c(Cl)cccc1Cl)OCC(=O)c1ccccc1 | i | -0.4 | i
COc1ccc2c(c1)C1CC(C)(NC(=O)C1C(=O)c1ccccc1)O2 (stereo not given) | i | 1.3 | i
Fc1ccc(-c2csc(-c3cccnc3)n2)cc1F | i | -1.4 | i
CC(=O)N1N=C(c2cccnc2)OC1c1ccc(C(C)C)cc1 (stereo not given) | i | -1.4 | i
Cc1[nH]n(-c2cccc([N+](=O)[O-])c2)c(=O)c1-c1ccccc1 | i | -1.0 | i
Cc1onc(-c2ccccc2Cl)c1C(=O)Nc1ccc(Cl)cn1 | i | -2.4 | i
CN(CC(=O)N1CCN(Cc2ccccc2)CC1)S(=O)(=O)c1ccc(F)cc1 | i | 0.7 | i
O=C(CN1C(=O)NC2(CCCC2)C1=O)Nc1nc2ccccc2s1 | i | 1.5 | i
COC(=O)c1ccc(S(=O)(=O)c2ccccc2)c(N)c1 | i | -1.7 | i
COc1ccc(S(=O)(=O)CCC(=O)N2c3ccccc3CC2C)cc1 (stereo not given) | i | 1.7 | i
COc1ccc(OC)c(S(=O)(=O)N2CCC(C(=O)N3CCN(Cc4ccccc4)CC3)CC2)c1 | i | -0.4 | i
Cc1cc(C)nc(NC(=O)c2cc(Br)ccc2Cl)n1 | i | -0.7 | i
COC(=O)c1cc(NC(=O)Nc2ccccc2)ccc1Cl | i | 1.9 | i
CC(=O)n1cc([C@H]2C=C(C(=O)N3CCN(Cc4ccc5c(c4)OCO5)CC3)O[C@@H](OCc3ccc(CO)cc3)C2)c2ccccc21 | i | -1.4 | i
O=C(CSc1ncn[nH]1)NCCc1ccc(Cl)cc1 | i | 0.0 | i
Cc1cccc(-n2c(SCC(N)=O)nnc2-c2ccccn2)c1C | i | -0.1 | i
COc1ccccc1C1CN(c2ccccc2)N=C1c1cccs1 (stereo not given) | i | 0.2 | i
CCOc1ccc(-c2n[nH]c(=S)n2/N=C/c2cc3c(cc2[N+](=O)[O-])OCO3)cc1 | i | -0.1 | i
Cc1cnc(NC(=O)CSc2nnc(-c3ccncc3)n2C2CCCCC2)s1 | i | -0.2 | i
COc1ccc(CNc2nc(SC)n[nH]2)cc1OC | i | -0.9 | i
CCOC(=O)c1c2n(c3ccc(O)cc13)CCCCC2 | i | -1.8 | i
O=C(CON=C1c2ccccc2-c2ccccc21)NC12CC3CC(CC(C3)C1)C2 | i | -2.8 | i
O=C1NC(=O)/C(=C\c2ccccc2OCc2ccc([N+](=O)[O-])cc2)N1 | i | -1.1 | i
CCOC(=O)c1c(NC(=O)C(F)(OC)C(F)(F)F)sc(C(=O)N2CCCCC2)c1C (stereo not given) | i | -2.6 | i
Cc1ccc(S(=O)(=O)NCC(=O)N(CC(=O)NCc2ccco2)Cc2ccc3c(c2)OCO3)cc1 | i | -0.9 | i
Cc1ccccc1C(=O)NCCN1CCOCC1 | i | -2.1 | i
CC(C)CCn1cnc2c(cnn2-c2ccc(Cl)cc2)c1=O | i | -1.0 | i
O=C(CN1CCN(c2ccc(O)cc2)CC1)Nc1cc(S(=O)(=O)N2CCCC2)ccc1Cl | i | -0.5 | i
O=C(NCc1cccnc1)c1ccc(-c2ccc(Cl)cc2)o1 | i | -0.2 | i
COc1ccc(C2C(=O)N(C3CCCCC3)CC(=O)N2Cc2ccc3c(c2)OCO3)cc1 (stereo not given) | i | / | i
CCCCn1nnnc1SCC(=O)Nc1cccc(C)c1 | i | -1.4 | i
C#CC(C)OC(=O)Nc1cnccc1C(F)(F)F (stereo not given) | i | -0.2 | i
Cc1ccc2oc(C(=O)NCc3ncc(C)[nH]3)c(C)c2c1 | i | 0.3 | i
Cc1ccsc1/C=N/NC(=O)c1cccc(S(=O)(=O)Nc2ccccc2Cl)c1 | i | -0.3 | i
C/C(=C/C(=O)N1CCN(C)CC1)C(=O)O | i | -0.2 | i

More results
canonical_smiles | CHT PAM | STK33 inh | CHT block
COc1ccc(-n2c(N)c(Br)c(=O)[nH]c2=O)cc1 | i | 0.1 | i
Cn1c(CCNC(=O)c2ccc(Cl)cc2)n[nH]c1=S | i | 0.4 | i
CN1CCCC(CC2Oc3ccccc3Sc3ccccc32)C1 (stereo not given) | i | -0.3 | -5.2*
COc1cccc(/C=N/NC(=O)C(C)Cn2cnc3ccccc32)c1 (stereo not given) | i | 2.1 | i
O=C(N=C1SC2CS(=O)(=O)CC2N1CCc1ccc(F)cc1)C1CCCCC1 (stereo not given) | i | 0.6 | i
Cn1c(=N)n(CC(=O)c2ccc(Br)cc2)c2ccccc21 | i | -0.6 | i
Cc1ccc(OCC(=O)Nc2ccc3c(c2)C(=O)NC3=O)c(C)c1 | i | 2.2 | i
N#Cc1c(-c2ccccc2)ccnc1Oc1ccccc1 | i | 0.0 | i
Nn1c(-c2ccc(F)cc2)nc2ccccc2c1=O | i | 0.5 | i
Nc1c(C(=O)Nc2ccc3c(c2)OCCO3)nnn1Cc1cccc(Br)c1 | i | -0.1 | i
CCOc1cc(S(=O)(=O)Nc2ccc(Cl)cn2)ccc1Cl | i | -2.6 | i
CCOc1ccc(-n2c(=S)sc3c(=O)[nH]c(SCC(=O)N4CCC(C)CC4)nc32)cc1 | i | -1.2 | i
Cc1cc(NC(=O)COC(=O)C2CC(=O)N(c3cccc(Cl)c3)C2)no1 (stereo not given) | i | 1.8 | i
CCN(CC)c1ccc(NC(=O)c2ccc(=O)[nH]c2)cc1S(=O)(=O)Nc1ccc(OC)cc1 | i | / | i
O=C(CN1CCN(c2ncccn2)CC1)N(Cc1ccccc1)c1ccc(F)cc1 | i | -0.5 | i
O=C(CN1CCN(Cc2ccc(F)cc2)CC1)NCc1ccccc1 | i | -0.1 | i
COc1ccc(-c2c(NC(=O)c3ccco3)oc3ccccc3c2=O)cc1OC | i | 1.1 | i
Cc1cc(-n2nc(C)cc2C)nc(NS(=O)(=O)c2ccccc2Cl)n1 | i | -3.3 | i
CCOC(=O)C1CCCN(C(=O)N2CCOCC2)C1 (stereo not given) | i | -0.1 | i
Cc1ccc(C(=O)NC(=S)NNS(=O)(=O)c2ccccc2)cc1 | i | -0.2 | i
O=C(CCN1CCOCC1)NNC(=O)/C(=C/c1ccccc1)NC(=O)c1ccccc1 | i | -1.2 | i
COc1ccc(CN2CCNC(=O)C2CC(=O)NCc2csc(C)n2)c(F)c1 (stereo not given) | i | -0.3 | i
CCN(CC)S(=O)(=O)c1cccc(NC(=O)CN(C)C2CCCCC2)c1 | i | 0.3 | i
Cc1cccc(/C=N/n2c(-c3ccccn3)n[nH]c2=S)c1 | i | -0.2 | i
COc1cccc(C(=O)N2CCCc3ccccc32)c1 | i | -1.1 | i
COc1ccc(C(C)(C)C)cc1NC(=O)c1cc(S(=O)(=O)N(C)C)ccc1N1CCCC1 | i | / | i
O=C(COC(=O)C(O)c1ccccc1)c1ccc2c(c1)OCCO2 (stereo not given) | i | 0.8 | i
OC(COC(c1ccc(F)cc1)c1ccc(F)cc1)CN1CCc2ccccc2C1 (stereo not given) | i | -0.9 | i
O=C(CCCC(=O)OCC(=O)c1ccc(Cl)cc1Cl)Nc1cc(C(F)(F)F)ccc1Cl | i | -2.4 | i
CCOC(=O)C1C(=O)NC(N2CCN(CC)CC2)=NC1c1ccccc1 (stereo not given) | i | -1.3 | i

Reformatted with two lines to a compound: part of the list above.
Results follow in this order: CHT PAM, STK33 inh, CHT block
O=C(Cc1ccccc1)NNC(=S)NC(=O)c1cccs1
    i, 1.0, i
CCN(CC)S(=O)(=O)c1cccc(NC(=O)CN(C)C2CCCCC2)c1
    i, 0.3, i

Next part.
canonical_smiles | CHT PAM | STK33 inh | CHT block
Cc1ccc(-c2cc(C(F)F)nc(S(C)(=O)=O)n2)cc1 | i | 0.8 | i
CCCNC(=O)COC(=O)C1CCN(S(=O)(=O)c2ccc3c(c2)OCCO3)CC1 | i | -0.8 | i
CCOc1cc(C(=O)Nc2ccc3c(c2)OCO3)ccc1OC(F)F | i | 0.1 | i
Cc1csc(Nc2ccc(C(=O)O)cc2)n1 | i | -0.3 | i
CC(=O)N1C(=O)C2(C(C#N)=C(N)Oc3c2c(C)nn3-c2ccccc2)c2ccccc21 (stereo not given) | i | -0.9 | i
CCOc1ccc(C(=O)Nc2ccc(N3CCN(C)CC3)cc2)cc1 | i | -0.9 | i
COc1ccccc1NC(=O)NCCCCc1ccccc1 | i | -1.2 | i
COc1ccccc1-c1c(C)nn2c(C)c(C(C)=O)cnc12 | i | 0.5 | i
O=C(Nc1ccccc1N1CCCC1)c1ccco1 | i | 0.7 | i
O=C(c1nc2ccc(Cl)cn2c1CNCCn1ccnc1)N1CCCCCCC1 | i | 0.1 | i
CCc1nnc(NC(=O)c2cccc(S(=O)(=O)N3CCN(c4ccccc4)CC3)c2)s1 | i | -0.1 | i
CC(C)C1CCC(C(=O)N[C@H](Cc2ccccc2)C(=O)O)CC1 (stereo not given in full) | i | -1.3 | i
O=C(Nc1nccs1)c1ccc(S(=O)(=O)NCC2CCCCC2)cc1 | i | 0.2 | i
Cc1nnc(SCC(=O)Nc2nonc2C)s1 | i | 0.4 | i
Cc1ccc(-c2cn(S(=O)(=O)c3ccc(C)cc3)nc2N)cc1 | i | / | i
Cc1c(NC(=O)COC(=O)/C=C/c2ccc(Cl)cc2)c(=O)n(-c2ccccc2)n1C | i | -1.4 | i
O=C(CSCC(=O)Nc1nc(-c2ccc3c(c2)OCO3)cs1)Nc1nccs1 | i | 1.0 | i
CC(C)(C)Nc1nc(NN)nc(NC(C)(C)C)n1 | i | -0.2 | i
CCNCC(=O)N1c2ccccc2CCc2ccc(NC(=O)OC(C)C)cc21 | i | -0.5 | i
O=C(NCc1cccnc1)c1ccc(NC(=O)c2ccc([N+](=O)[O-])cc2)cc1 | i | -0.2 | i
CCCCc1ccc(NC(=O)CC(C)=O)cc1 | i | -2.4 | i
O=C(CSc1nnc(CNC(=O)c2cccs2)o1)NCC1CCCO1 (stereo not given) | i | 1.3 | i
CCCNC(=O)c1nn2c(C(F)(F)F)cc(-c3ccccc3)nc2c1Br | i | -0.5 | i
Cc1cccc(NC(=O)c2cnn(-c3ccccc3)c2C)c1C | i | 0.5 | i
COc1cccc(-n2c(Cn3nc(C(F)F)cc3C(F)F)n[nH]c2=S)c1 | i | -1.5 | i

In a second layout: 4 of the compounds above
CC(=O)N1C(=O)C2(C(C#N)=C(N)Oc3c2c(C)nn3-c2ccccc2)c2ccccc21 (stereo not given)
- CHT PAM = i
- STK33 inh = -0.9
- CHT block = i

CCOc1ccc(C(=O)Nc2ccc(N3CCN(C)CC3)cc2)cc1
- CHT PAM = i
- STK33 inh = -0.9
- CHT block = i

COc1ccccc1NC(=O)NCCCCc1ccccc1
- CHT PAM = i
- STK33 inh = -1.2
- CHT block = i

COc1ccccc1-c1c(C)nn2c(C)c(C(C)=O)cnc12
- CHT PAM = i
- STK33 inh = 0.5
- CHT block = i
